MC4R antagonist – MC4R antagonists of cAMP signaling, primary screen, cell-based, TR-FRET, antagonist arm of biased-ligand search. AID 540295, 2011. inhibition, % at 6.5 µM. MC4R-expressing cells, MTII-stimulated cAMP, LANCE TR-FRET. hit rate 0.48% among 360,000;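 active = inhibition above its plate's cutoff, the mean of tested wells on that plate plus 3 SD, cut at about 29% in these data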;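 note: 0% = Melanotan II alone and 100% = Melanotan II plus saturating MCL0020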
Target sequence (P32245 whole entry, looked up): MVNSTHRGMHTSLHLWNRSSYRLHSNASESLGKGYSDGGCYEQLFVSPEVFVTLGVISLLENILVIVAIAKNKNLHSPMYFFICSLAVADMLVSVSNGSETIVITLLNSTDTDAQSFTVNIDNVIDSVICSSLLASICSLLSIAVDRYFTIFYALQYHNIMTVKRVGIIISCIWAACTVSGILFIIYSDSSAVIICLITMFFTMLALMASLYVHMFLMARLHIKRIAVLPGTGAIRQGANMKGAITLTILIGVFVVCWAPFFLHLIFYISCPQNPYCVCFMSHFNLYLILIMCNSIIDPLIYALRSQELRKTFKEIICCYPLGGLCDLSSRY
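Assay system: U2OS cells stably expressing human melanocortin 4 receptor (MC4R) / Dosing: 6.5 µM / Timing: compound 30 min, challenge 1 h, detection 1 h / Measured by: Eu-cAMP/anti-cAMP TR-FRET, emission 671 nm / Replicates: singlicate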
aDG glyco act – activators of alpha-DG glycosylation, primary screen, uHTS, Pro5-aDG cells, AlphaScreen | alpha-DG glycosylation AlphaScreen (IIH6); 0% Pro5, 100% B10-LARGE cell signal | activation, % at 10 µM | hit rate 0.22% among 360,000 | AID 624168, 2012;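 active = activation of at least 8% versus controls, or a plate z-score of at least 8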;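 note: Pro5 are CHO cells carrying HIG-tagged alpha-DG that lacks glycosylation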
Granule exo inh – LAMP-1 surface exposure blockers, TALL-104 cells – cell-based, flow cytometry, MLPCN library, primary screen; AID 651702, 2012; inhibition, % at 10 µM; hit rate 0.66% among 360,000; TALL-104 LAMP-1 surface exposure; cells stimulated with thapsigargin and PMA;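 active = inhibition above about 55%, limit read from the data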
MC4R ag barr – MC4R agonists recruiting beta-arrestin, primary screen, cell-based, luminescence, agonist arm of biased-ligand search. activation, % at 8.9 µM. hit rate 0.98% among 360,000. U2OS MC4R beta-arrestin complementation; percent of melanotan II response, DMSO zero;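 active = activation above a per-plate cutoff, the mean activation of sample wells on that plate plus 3 SD, cut at about 8% in these data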
ABHD5-PLIN5 inh – ABHD5-PLIN5 interaction inhibitors, primary screen, cell lysate, split luciferase complementation, luminescence | Split G. princeps luciferase complementation, 4 h | inhibition, % at 4 µM | hit rate 0.78% among 360,000;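 active = inhibition above the mean inhibition across every tested compound plus 3 SD, cut at about 22% in these data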;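 note: 0% = DMSO only wells and the 100% control is not disclosed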
NOD2 RIPK2 PPI – NOD2-RIPK2 binding disruptors in cells, primary screen, fluorescence, CHO cells, BLA complementation | Receptor-interacting serine/threonine-protein kinase 2 (Homo sapiens), O43353 | CCF4 ratio | inhibition, % at 4.98 µM | hit rate 0.38% among 360,000 | AID 624267, 2012; in the data active = inhibition above about 21%;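 note: 0% = vehicle only and 100% = reference blocker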
Target sequence (O43353 whole entry, looked up): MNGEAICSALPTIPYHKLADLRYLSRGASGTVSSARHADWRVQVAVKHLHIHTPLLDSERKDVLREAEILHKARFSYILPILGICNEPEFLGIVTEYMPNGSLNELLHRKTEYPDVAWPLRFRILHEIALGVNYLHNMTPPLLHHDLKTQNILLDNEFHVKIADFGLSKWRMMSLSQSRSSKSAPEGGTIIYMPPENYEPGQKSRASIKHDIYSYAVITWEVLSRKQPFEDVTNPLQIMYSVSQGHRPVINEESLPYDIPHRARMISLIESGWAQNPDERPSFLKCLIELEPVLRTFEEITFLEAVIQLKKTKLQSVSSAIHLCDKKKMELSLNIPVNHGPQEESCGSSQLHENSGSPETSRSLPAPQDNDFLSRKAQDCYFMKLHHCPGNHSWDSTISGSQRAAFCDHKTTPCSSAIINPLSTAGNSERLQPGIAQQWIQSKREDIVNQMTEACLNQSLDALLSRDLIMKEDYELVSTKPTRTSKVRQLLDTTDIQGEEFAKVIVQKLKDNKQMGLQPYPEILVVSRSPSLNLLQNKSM
ABCB6 inh MLPCN – ABCB6 transporter inhibitors, primary screen, K562-ABCB6 cells, flow cytometry, MLPCN library; ATP-binding cassette sub-family B member 6 (Homo sapiens), Q9NP58; K562-ABCB6 porphyrin accumulation, 1 h; active compounds read low; fluorescence ratio to DMSO, % at 10 µM; hit rate 0.19% among 360,000; AID 602162, 2011;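 active = fluorescence ratio to DMSO below 75%, the collection mean minus 3 SD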;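 note: signal is porphyrin accumulated inside mitochondria; 100% equals median channel fluorescence of DMSO control wells; lower ratio means ABCB6 inhibition with less porphyrin fluorescence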
N-glyco inh – increase of ERlucT glycosylation luciferase signal, primary screen, N-linked glycosylation inhibitor project, D54 ERlucT cells, luminescence, set 2; D54 ERlucT glycosylation luciferase reporter, 24 h; percent of 100 nM tunicamycin response; hit rate 0.23% among 360,000; reporter increase, % at 12.5 µM; AID 588692, 2011;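 active = mean luciferase reporter signal, scaled so untreated is 0 and the glycosylation-blocking control 100, at or above a set limit in every replicate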;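 note: luciferase carries N-glycosylation sites so blocking glycosylation raises the light; 0% = median of neutral control wells and 100% = median of 100 nM tunicamycin wells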
Vif inh – HIV Vif self-association inhibitors, primary screen, imaging, HEK293T, single point; HEK293T cells, Vif self-association by quenched fluorescence, 24 h; inhibition, % at 7.49 µM; hit rate 0.35% among 340,000; in the data active = inhibition above about 50%, passing the limit was not always enough; note: some results filed as inactive read as strong as hits
TLR9-MyD88 inh – inhibitors of TLR9-MyD88 association in cells, primary screen, cell-based, CHO, BLA complementation, fluorescence; Toll-like receptor 9 (Homo sapiens) + Myeloid differentiation primary response protein …; CCF4 FRET ratio; inhibition, % at 4.98 µM; hit rate 0.21% among 340,000;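 active = inhibition above the mean over all tested compounds plus 3 SD, cut at about 21% in these data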;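 note: 0% = DMSO only wells and 100% = clavulanate BLA inhibitor control wells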
* hit, by the source's call; · = no result given. Not all compounds are listed; count on the stated rates, not on these rows.

Structure	NOD2 RIPK2 PPI	TLR9-MyD88 inh	aDG glyco act	Granule exo inh	ABHD5-PLIN5 inh	MC4R antagonist	Vif inh	MC4R ag barr	ABCB6 inh MLPCN	N-glyco inh
CC12CCC3C(CCC4N(CCO)CCC34C)C1CCC2O (configuration not stated)	-4	-13	0.0	0	-7	22	7	0.1	101	3
Cc1cccc(C(=O)OCc2cnc(Cl)s2)c1	-1	-10	-0.1	0	-5	3	-9	-0.7	100	-1
O=C(NCCCc1ccccc1)c1ccccc1	-11	-2	0.0	0	0	-1	-2	-0.1	86	0
COc1ccc(-c2sc3ccc(N4CCOCC4)cc3c2C#CCO)cc1	0	-4	1.0	11	-12	13	-17	-2.5	98	4
COCCNC(=O)C(c1ccc(O)cc1)N(C(=O)CCC(=O)Nc1nccs1)c1cccc(C)c1 (configuration not stated)	-4	0	-0.1	4	-11	1	-6	-1.3	102	-3
COc1cccc(-c2sc3ccc(OC)cc3c2-c2cnc(N3CCOCC3)nc2)c1	6	·	-0.5	0	-14	·	·	·	99	·
CCOC(=O)N/N=C/c1cc(C)n(-c2cccc3ccccc23)c1C	-9	-1	0.5	2	1	-12	0	0.0	97	-4
CCCc1cc(=O)[nH]c(SCC(=O)c2ccc3c(c2)OCCO3)n1	1	8	-0.3	23	-8	0	-4	-2.1	97	-1
COc1ccc(Nc2ccccc2)c(C)c1	-7	-7	0.2	-2	-8	-1	0	-3.3	104	0
COc1cc(C=C(OC(C)=O)c2ccc3c(c2)OCO3)cc(OC)c1OC	1	·	0.0	0	1	·	-2	·	94	4
CN(C)CCSc1nc(-c2ccccc2)nc2c1CCC2	-2	-5	0.6	4	3	2	-3	-1.8	100	1
O=[N+]([O-])c1cccc(C=NN=Cc2ccccc2O)c1	-8	-4	0.1	-11	2	-1	-10	9.2*	96	0
Cc1cc(/C(N)=N/OC(=O)Nc2ccccc2)no1	-4	·	0.0	-3	6	4	3	-1.9	98	1
CCC1CCCCN1CCCNC(=O)c1ccc2c(c1)NC(=O)CS2 (configuration not stated)	-8	0	-0.2	-1	2	3	-4	-1.1	91	2
Clc1ccc(Br)c(-c2nc3ccccc3[nH]2)c1	-13	7	0.1	-22	0	-1	-5	-0.4	90	1
NS(=O)(=O)c1ccc(-n2cccc2C=O)cc1	-5	8	-0.2	-2	-5	4	-6	-2.0	99	1
CC(C)(C)c1cc(CN2CCN(CCC#N)CC2)cc(C(C)(C)C)c1O	-8	-6	0.0	4	9	8	24	0.8	100	0
c1cc(-c2n[nH]c(-c3ccncc3)n2)ccn1	-4	-6	0.0	1	-3	3	-3	-2.0	96	2
O=C(c1cccs1)N1CCn2c1nc1ccccc12	-6	-5	-0.2	2	0	-1	-4	-1.0	95	1
Cc1ccc2nc(C)cc(C(=O)NC3CCCCCC3)c2c1	0	-1	0.1	-1	8	2	6	-0.5	94	0
CCCCn1c(N)c(N(CCOC)C(=O)COc2c(C)cccc2C)c(=O)[nH]c1=O	7	1	-0.1	-8	-6	7	-6	1.5	101	1
CCC(=Cc1ccccc1O)c1ccncc1	-2	2	0.6	-1	5	5	-10	-1.1	90	-2
CC(=O)Nc1ccc(C(=O)NCCCSc2ccccc2)cc1	-2	0	0.3	-1	1	13	-18	-4.3	92	-1
C=CCOc1c(Br)cc(C2NC(=O)NC(C)=C2C(C)=O)cc1OCC (configuration not stated)	-10	-6	0.2	0	-3	14	-12	0.1	100	3
CNCCOc1ccccc1OC(C)C	-6	-15	0.2	-1	4	-1	1	-2.5	116	3
COc1ccc(Nc2nc(N)nc(CSc3nnc(C)s3)n2)cc1	13	2	0.3	0	-4	-4	4	-1.3	100	1
Cc1sc2nc3ccc(N4CCCC4)nn3c(=O)c2c1C	-3	2	-0.2	-2	1	-9	·	-0.4	98	1
Fc1cccc(Cc2c(-c3ccccc3)nc3ccc(Br)cn23)c1	-5	·	2.0	-5	0	·	·	·	96	0
CCOC(=O)c1c(O)cc(C)[nH]c1=O	8	2	0.0	-1	2	-2	7	0.9	97	1
CSc1ccc(/C=C/C(=O)NC(=O)c2ccccc2O)cc1	-7	-8	-0.3	5	1	-1	-5	0.9	94	-5
OCc1nc2ccccc2n1CCCCOc1ccccc1	-3	-6	0.1	-6	-2	4	6	0.5	96	-2
CCCNc1c(N)n(-c2ccccc2)c(=O)[nH]c1=O	-1	2	-0.1	3	0	3	-5	-1.6	96	-1
CC(=O)c1ccc(NC(=O)C(C)N2CCN(C/C=C/c3ccccc3)CC2)cc1 (configuration not stated)	-2	6	0.4	-2	-1	0	-3	-2.8	96	-2
C[C@H]1CN([C@@H](C)CO)C(=O)CCCn2nncc2CO[C@H]1CN(C)C(=O)NC1CCCCC1	5	1	0.0	-2	-10	8	2	2.5	107	1
CCOC(=O)c1c(C)[nH]c(C(=O)CSc2nnc(Nc3ccccc3F)s2)c1C	-10	-4	0.0	-3	-1	-3	-3	-1.6	96	-1
CCN(Cc1ccccc1)CC(O)COC(c1ccc(OC)cc1)c1ccc(OC)cc1 (configuration not stated)	7	-2	-0.2	66*	6	6	0	6.8	110	-5
CCOC(=O)C1CCCN(Cc2c(Cl)cccc2Cl)C1 (configuration not stated)	-4	-5	-0.1	1	8	1	-7	2.0	106	-1
Cc1cc(NC(=O)CNC(=O)C2CCCCC2)no1	-5	-1	0.0	4	1	4	-3	-0.8	99	2
COC(=O)C1CCN(C2CN(C3CCCCC3)S(=O)(=O)C2)CC1 (configuration not stated)	-8	·	0.2	2	3	·	·	·	101	2
CCc1ccccc1N1C(=O)C2C3CC(=O)C(c4ccccc43)C2C1=O (configuration not stated)	-2	-1	-0.2	10	0	3	13	-1.7	98	1
c1ccc2c(c1)ccc1[nH]c3c(c12)CCCC3	-3	-1	-0.1	0	-1	-12	-22	0.8	94	-11
CCCn1nnnc1NCc1ccc(SC)cc1	-3	-4	0.0	-3	-4	1	24	-1.1	93	2
Cc1ccc2c(C(=O)CN3CC(C)CC(C)C3)c(C)[nH]c2c1 (configuration not stated)	-4	-1	-0.2	4	-9	14	-3	0.7	100	-1
CSc1sc(-c2ccnc(SCCS(C)(=O)=O)n2)c(-c2ccccc2)c1C#N	0	0	-0.1	-9	1	14	-10	0.9	100	-2
COc1ccc(CNC(=O)/C=C/C(=O)O)cc1	-6	-1	0.0	2	-7	5	11	0.9	102	4
CCCN1CCN(CCCNC(=S)Nc2ccc3nc(N4CCN(CC)CC4)cc(C)c3c2)CC1	10	14	0.0	1	8	1	14	-1.1	101	-2
CCOc1ccc(NC(=O)c2cc(C)nc3ccccc23)cc1	1	-6	-0.1	-12	-7	-7	7	1.6	93	0
COc1ccc(N(CC(=O)Nc2ccc3c(c2)OCCO3)S(=O)(=O)c2c(C)nn(C)c2C)cc1	-4	-2	-0.1	-5	-2	1	-2	-0.6	103	-5
COc1cc(S(=O)(=O)N2CCN(c3ccccc3F)CC2)c(OC)cc1Cl	0	-1	0.1	-1	-2	-8	·	-1.0	92	-4
CCCn1c(NC(=O)c2ccc(C)cc2)nc2ccccc21	-2	-10	-0.3	1	1	1	7	0.0	97	7
CCOC(=O)Cc1cc(=O)n2[nH]c(-c3ccccc3)cc2n1	-2	0	0.1	16	-4	-2	-3	-1.3	97	1
Cc1ccc(S(=O)(=O)N2CCC(=O)N(CCOC(=O)Nc3cccc(Cl)c3)CC2)cc1	9	0	-0.1	2	4	4	28	-0.6	96	-4
O=C(CS(=O)(=O)c1ccccc1)Nc1ccccc1Br	11	-2	-0.1	-6	-1	18	-2	-1.1	97	1
CC1(C)Cc2c(ccc3ccccc23)/C(=C/C#N)N1	-5	6	0.0	-2	2	-9	-5	1.7	89	-2
Clc1ccc(-c2nnc3sc(-c4ccc(Br)o4)nn23)cc1	-5	3	-0.2	0	1	1	0	2.3	104	0
CC(C)OCCCNC(=O)c1cn(C)c2ccc(S(=O)(=O)N(C)C3CCCCC3)cc2c1=O	-3	-2	-0.5	6	1	3	-8	-0.7	97	-1

(cont.)
Structure	NOD2 RIPK2 PPI	TLR9-MyD88 inh	aDG glyco act	Granule exo inh	ABHD5-PLIN5 inh	MC4R antagonist	Vif inh	MC4R ag barr	ABCB6 inh MLPCN	N-glyco inh
O=C(Cn1cnc2c(OCc3ccccc3)ncnc21)NCCc1c[nH]c2ccccc12	-3	4	0.0	-4	3	3	·	-0.4	96	0
CCN(CC)c1nc2n(c(=S)n1)CCS2	-14	-14	-0.1	0	-2	-3	4	-1.4	102	3
COc1cccc(C=CC(=O)C=CC=Cc2ccccc2)c1	2	-5	-0.8	-4	-3	-1	16	-2.9	82	4
CCc1ccc(CNC(=O)C(=O)NCCc2ccc(OC)c(OC)c2)cc1	3	-3	0.0	-1	0	-3	-12	1.7	149	-3
CC(=O)Nc1ccc(NC(=O)c2ccc3sc([C@H]4C[C@H](O)[C@@H](CO)O4)nc3c2)cc1	0	·	-0.1	-1	-3	-4	-1	-1.9	86	0
Cc1ccc(S(=O)(=O)NCC(=O)OCc2cc(=O)oc3c(C)c(C)ccc23)cc1C	-7	-10	-0.3	16	-6	12	-4	1.1	95	1
CC1Cc2ccccc2N1C(=O)CN1CCN(S(=O)(=O)c2ccc3c(c2)OCCCO3)CC1 (configuration not stated)	1	2	0.6	11	0	10	·	-1.2	93	-5
COc1ccc(CN=C(C)c2c(C(F)(F)F)[nH]n(-c3nc4ccccc4s3)c2=O)cc1	5	-6	-0.1	2	-1	2	7	-0.6	99	-6
CCOc1ccc2nc(NC(=O)c3ccc(OC)c(S(=O)(=O)N4CCOCC4)c3)sc2c1	-8	-14	-0.2	-2	0	-6	-6	-0.7	89	-6
Cc1nn(CC(=O)Nc2ccc3c(c2)oc2ccccc23)c(=O)c2ccccc12	-5	15	0.0	-2	2	2	-4	-0.1	97	3
C=C(C(=O)c1ccccc1)C(C)C(=C)C(=O)c1ccccc1	3	1	-0.2	8	22*	-1	67*	-0.1	97	-12
CSc1c(CC(=O)Nc2ccccc2C(F)(F)F)n(Cc2ccccc2)c2ccccc12	-4	2	0.4	-1	2	11	-1	-1.6	101	-1

Screens deposited in PubChem by several laboratories.
